Screens (PubChem BioAssay)
P. falciparum M1AAP = P. falciparum M1AAP inhibitors, biochemical, fluorogenic H-Leu-NHMec substrate, 1536-well (AID 1445) | one-dose inhibition, % at 30 µM; IC50 in µM for titrated hits | 220,000 tested, 0.42% active | recombinant M1AAP, H-Leu-NHMec fluorogenic kinetic assay; higher % means a stronger effect;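 active = primary inhibition above the hit cutoff, then over 50% inhibition at one or more dose response concentrations, cut at about 23% in these data, passing the limit was not always enough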;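 note: plate controls were DMSO full reaction for no effect and no enzyme background for full effect; strong numbers were not always called active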
M17LAP inhibition = P. falciparum M17LAP inhibitors, primary screen, biochemical, fluorogenic H-Leu-NHMec substrate, 1536-well (AID 1619) | recombinant M17LAP, H-Leu-NHMec fluorogenic kinetic assay; higher % means a stronger effect | inhibition, % at 30 µM, or IC50 in µM where a hit was titrated | 220,000 tested, 0.38% active;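 active = compound inhibiting the enzyme by more than half at any dose during confirmatory dose-response retesting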;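 note: plate controls were full reaction with DMSO carrier for no effect and no enzyme background for full effect; strong numbers were not always called active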
TNAP activators = human TNAP enzyme activators, primary screen, biochemical, luminescent, no phosphate acceptor, uHTS (AID 1001) | purified TNAP, luminescent activation assay, no phosphate acceptor; higher activation fold means a stronger effect | one-dose activation fold at 20 µM; EC50 in µM for titrated hits | 200,000 tested, 0.03% active; in the data active = activation fold from about 3, or a potency from the dose series; inactive = the rest, 99 in 100 with activation fold below about 1.6; note: many of its hits are not listed in these tables
SIAH1 antagonists = Siah-1 peptide-binding antagonists, primary screen, biochemical, fluorescence polarization, rhodamine-plectin, uHTS (AID 1817); Siah-1 / rhodamine-plectin peptide fluorescence polarization; higher % means a stronger effect; one-dose displacement, % at 20 µM; IC50 in µM for titrated hits; 290,000 tested, 0.02% active;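 active = displacement of at least 50% at 20 µM, with a fluorescence ratio check between 0.3 and a set limit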;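 note: plate controls were Siah plus tracer with DMSO for no effect and tracer alone without Siah for full effect; strong numbers were not always called active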
K1F lysis inhibition = inhibition of K1F phage lysis, E. coli UTI89, bacterial capsule biogenesis inhibitors, alamar blue (AID 488966); inhibition, % at 100 µM; hits with a dose series show IC50 in µM; E. coli UTI89 K1F phage lysis, alamar blue, 2 h; higher % means a stronger effect; 340,000 tested, 0.02% active;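 active = phage lysis inhibition, versus mean bacterial control, above a set limit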;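 note: capsule biogenesis inhibitors block K1F phage lysis so surviving cells raise fluorescence; higher fluorescence means more inhibition of phage lysis; actives were called in the ten point dose series up to 300 µM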
PMI inhibitors = inhibitors of human PMI, primary screen, biochemical, fluorescence intensity, coupled assay (AID 1209); one-dose inhibition, % at 20 µM; IC50 in µM for titrated hits; purified PMI enzyme, coupled fluorescence intensity; higher % means a stronger effect; 190,000 tested, 0.42% active;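 note: plate controls were DMSO vehicle for no effect and wells lacking substrate for full effect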
human PMI inhibitors = human PMI inhibitors, high substrate, primary screen, biochemical, fluorescence intensity, high mannose 6-phosphate (AID 1220); one-dose inhibition, % at 20 µM; IC50 in µM for titrated hits; 190,000 tested, 0.66% active; recombinant PMI enzyme, coupled fluorescence intensity; higher % means a stronger effect
XIAP antagonists = XIAP antagonists, biochemical, IAP family, fluorescence polarization (AID 1018) | one-dose displacement, % at 20 µM; IC50 in µM for titrated hits | XIAP BIR domain, fluorescence polarization peptide displacement; higher % means a stronger effect | 200,000 tested, 0.007% active; in the data active = displacement above about 50%; note: a part of the inactive calls stands beside numbers as strong as those of hits
Hep lipid drop = modulators of hepatic lipid droplet formation. 240,000 tested, 0.4% active. AID 1656. inhibition, % at 6.5 µM. AML12 mouse hepatocytes, oleate lipid droplets, BODIPY imaging;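 active = lipid droplet intensity inhibited by at least 50%, with more than 500 cells counted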
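System: AML12 hepatocytes (mouse). Probe or stimulus: oleic acid at 100 µM to induce lipid droplet formation. Times: overnight treatment with compound plus oleate. Detection: Image-based BODIPY and DAPI two-channel analysis. Evaluation: percent inhibition of filter-corrected integrated lipid droplet intensity per well.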
Hep lipid drop cells 6.5 µM = further read-out of Hep lipid drop, marked with its call; cell count; measured here: cell count, cytotoxicity flag;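 cells counted across two imaged fields per well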
Starred values were filed as active, the others as inactive; · = not tested or not shown; [ ] = dose if it differs, or a comment. Cut-off read from the data, not from the text of the source, unless noted: active = inhibition above about 50%; inactive = the rest.

Under each structure – P. falciparum M1AAP, M17LAP inhibition, TNAP activators, SIAH1 antagonists, K1F lysis inhibition, PMI inhibitors, human PMI inhibitors, XIAP antagonists, Hep lipid drop, Hep lipid drop cells 6.5 µM
1: Cc1cccn2cc(CNC(=O)c3ccc(Br)o3)nc12
 : -0.2%, -6.9%, 1.1, -5.2%, 8.8%, 3.9%, -4.0%, -0.3%, -5.1, 682
2: CCN(CC)S(=O)(=O)c1cccc(NC(=O)COC(=O)C2CC3C=CC2C3)c1 (stereo not given)
 : 4.8%, -0.4%, 1, -3.5%, 0.5%[50 µM], 3.4%, 12.4%, -3.4%, 5.8, 659
3: CCCC(=O)Nc1nc(-c2ccc(OC)cc2)cs1
 : 5.8%, -0.8%, 1.1, -3.4%, 0.5%, 14.0%, 1.4%, -4.3%, 1.0, 742
4: O=C(CSc1ccc(Cl)cc1)NCC1CCCO1 (stereo not given)
 : -5.6%, 1.2%, 1, -2.5%, 0.0%, 6.5%, -1.9%, -4.3%, 13.1, 811
5: CCOC(=O)c1c(N)n(CCOC(=O)c2cccs2)c2nc3ccccc3nc12
 : 11.7%, -73.0%, 1.1, -4.8%, 0.1%, 8.4%, 24.7%, 5.9%, ·, ·
6: Cc1cccnc1NC(=S)NC(=O)/C=C/c1ccco1
 : 13.1%, 15.6%, 1.2, -9.6%, -0.1%, 12.5%, 10.8%, -12.3%, -0.8, 827
7: CN(C(=O)c1cccs1)c1ccc(OCC(=O)Nc2ccc(C(=O)O)cc2)cc1
 : 8.7%, 19.2%, ·, 10.0%, 0.3%, ·, ·, ·, -5.9, 737
8: CC(Sc1cccc2cccc(C(=O)O)c12)C(=O)O (stereo not given)
 : 4.1%, 3.4%, 1, -0.2%, 0.2%, -3.2%, -10.4%, -1.6%, -3.7, 517
9: Cc1cc(C(=O)N/N=C/c2ccc(O)c([N+](=O)[O-])c2)c(C)n1-c1ccc(F)cc1
 : 13.0%, 8.7%, 1, 4.6%, -0.8%[50 µM], -8.6%, 2.4%, -6.7%, -7.5, 514
10: CCCCNC(=O)C(NS(=O)(=O)c1cccc2nsnc12)c1ccccc1 (stereo not given)
 : 5.6%, 3.9%, 1.1, 2.1%, 1.0%, -0.4%, -3.3%, -4.6%, ·, ·
11: CCn1c(Sc2ccc(N)cc2Cl)nc2ccccc21
 : 1.2%, 8.1%, 1, -1.2%, 2.1%, 20.5%, 17.9%, 1.3%, -12.9, 760
12: OCCC1CN(Cc2cccs2)CCN1Cc1ccccc1 (stereo not given)
 : -1.3%, -0.8%, 1, 2.0%, 0.3%, -11.7%, -21.7%, -4.7%, -15.6, 716
13: O=C(O)COc1ccccc1/C=C1\SC(=S)N(c2cccnc2)C1=O
 : 5.9%, 10.2%, ·, -6.3%, ·, ·, ·, ·, 6.3, 737
14: CCC(=O)N(Cc1ccco1)c1nc(-c2ccccc2)cs1
 : -4.9%, 4.3%, 1, 4.0%, 0.5%, 3.1%, 1.6%, -1.3%, ·, ·
15: COc1ccccc1OCC(=O)OCC(=O)NCCN1C(=O)CSC1=O
 : -4.0%, 2.0%, 1.1, 0.4%, -0.1%, 0.9%, -3.8%, -3.5%, ·, ·
16: CSCCC(NS(=O)(=O)c1ccc2c(c1)oc(=O)n2C)C(=O)NC1CCCCC1 (stereo not given)
 : -0.7%, 7.5%, 1.1, 5.0%, -0.4%, 10.6%, 8.1%, 0.3%, 11.0, 619
17: N#Cc1c2n(c(=S)n(-c3ccc(F)cc3)c1=O)CCCCC2
 : 1.6%, 10.6%, 1.1, -0.7%, 0.2%, -11.9%, -10.2%, -4.8%, 2.7, 674
18: CCCCCCCCc1nnc(N)s1
 : 2.1%, 9.6%, ·, 0.1%, ·, ·, ·, ·, -8.2, 713
19: COc1ccc(OCCC(=O)OCC(=O)NC2CCCCCCC2)cc1
 : 13.9%, -7.3%, 1, 9.6%, 0.1%, -2.2%, 1.6%, -2.3%, -3.9, 608
20: CCN(CC)CCCNC(=O)C1c2cc(OC)c(OC)cc2C(=O)N(C)C1c1cccs1 (stereo not given)
 : -6.2%, -10.5%, 0.9, -0.4%, 5.0%, -11.4%, 0.9%, -6.7%, -5.1, 739
21: O=C(NCCC1=CCCCC1)c1cc(-c2ccccn2)nc2ccccc12
 : 3.2%, 27.1%, 1, 7.1%, -0.1%, -0.1%, -1.2%, -1.3%, -12.1, 638
22: O=C(Nc1ccc(F)cc1)Nc1sccc1-c1nc2ccccc2s1
 : 3.7%, 3.8%, ·, -4.8%, 0.3%, ·, ·, ·, -0.9, 697
23: S=C(Nc1cccc(Cl)c1)N(CCCN1CCCC1)Cc1cccn1Cc1ccc(Cl)cc1
 : 2.3%, 10.2%, 1, -5.2%, -0.9%[50 µM], 6.2%, 1.0%, -5.4%, -20.2, 694
24: O=C(c1ccccc1)N1CCCC(c2nc3c(nnn3Cc3ccccc3)c(=O)[nH]2)C1 (stereo not given)
 : -6.1%, 14.7%, 0.9, 0.3%, 1.2%, 3.3%, 2.5%, -6.8%, -7.9, 634
25: c1nc(Nc2ccc(N3CCOCC3)cc2)c2ccsc2n1
 : 3.0%, 9.3%, ·, -4.4%, 0.8%, ·, ·, ·, 13.1, 687
26: O=C(Cn1nc(-c2ccc(F)cc2)ccc1=O)Nc1ccc(C(=O)NC2CC2)cc1
 : 1.4%, -8.7%, 1, 2.3%, 0.3%, -7.9%, -6.9%, -3.0%, 44.3, 790
27: CCc1ccc(C(=O)COC(=O)[C@@H](NC(N)=O)[C@@H](C)CC)cc1
 : 3.1%, 2.0%, 1.1, 6.4%, 1.0%, 2.2%, 0.5%, -2.5%, 1.5, 688
28: CC12CCC(=O)N1C(C(=O)OCC(=O)Nc1ccc(S(N)(=O)=O)cc1)CS2 (stereo not given)
 : 3.5%, 3.4%, 1.1, -2.5%, 4.1%, 16.7%, 12.1%, -6.1%, -3.7, 717
29: CCCCNC(=O)c1ccc2c(OCC)n(CCCC)nc2c1
 : 2.1%, -45.9%, 1.1, 1.5%, -1.3%, 0.4%, 10.4%, -1.3%, ·, ·
30: CCc1cc2c(nc1CC)CCN(CC/C(C)=N/O[C@@H](C)c1cc(-c3c(C)cc(C)cc3C)no1)C2
 : 4.9%, -6.8%, 1.1, -11.4%, ·, -11.6%, -16.2%, -6.5%, -15.7, 702
31: CN1CCN(Cc2nc(Cc3ccccc3)no2)CC1c1ccccc1 (stereo not given)
 : 8.9%, -9.0%, 1.1, -3.6%, -0.1%, 2.6%, 0.5%, 3.5%, -13.8, 696
32: COc1cccc(C(=O)C2CCCN(Cc3c(C)n(C)n(-c4ccccc4)c3=O)C2)c1 (stereo not given)
 : -0.1%, -0.5%, ·, 0.8%, -0.1%, ·, ·, ·, -11.9, 708
33: COc1ccccc1CNC(=O)[C@@H]1CCCN1S(=O)(=O)c1ccc(C)cc1
 : 1.6%, -7.5%, 1.1, 2.9%, -0.3%, 0.8%, 0.1%, -4.9%, -0.6, 663
34: Brc1ccc(-c2nc(-c3ccncc3)no2)o1
 : 0.5%, 5.0%, 1.1, 3.9%, 0.1%, 4.1%, 7.6%, 0.8%, 3.8, 704
35: Cc1csc(NC(=O)COc2ccc3c(C)cc(=O)oc3c2)n1
 : 2.7%, -13.8%, 1, 6.6%, 3.8%, -2.7%, -6.2%, -5.9%, 2.5, 774
36: O=C(COC(=O)/C=C/c1cccs1)NC1CC1
 : 1.4%, 0.3%, 1.1, 3.3%, 0.5%, 1.2%, -2.3%, -2.2%, -1.0, 679
37: CCCCCSc1nc2c(cnn2-c2ccccc2)c(=O)[nH]1
 : -2.8%, 8.9%, 1.1, 3.1%, 1.7%, -3.9%, -2.8%, -6.8%, 0.5, 703
38: O=c1cc(CSc2nnnn2-c2ccccc2)[nH]c2[nH]n(-c3ccccc3)c(=O)c12
 : 21.9%, 28.9%, 1.1, -3.3%, 9.7%, 15.9%, 0.5%, -1.0%, -2.1, 748
39: O=C1CCCc2cc3c(cc21)CC1(C3)Cc2cc3c(cc2C1)C(=O)CCC3
 : 1.6%, -4.6%, ·, 5.7%, 0.5%, ·, ·, ·, -2.5, 813
40: COc1cccc(CC(=O)NCC2COc3ccccc3O2)c1OC (stereo not given)
 : -1.5%, 34.6%, 1, 0.9%, 0.2%, -8.9%, -3.2%, -4.2%, ·, ·
41: O=C(Nc1nc2c(s1)CCCC2)c1ccc(Br)o1
 : 13.7%, 7.3%, 1, 3.1%, -0.3%, -12.2%, -5.0%, -4.6%, ·, ·
42: O=C(COC(=O)c1ccccc1)Nc1cccc(S(=O)(=O)NC2=NCCCCC2)c1
 : 3.7%, 15.5%, 1, 1.5%, -4.0%, 3.6%, -3.2%, -7.5%, 3.9, 734
43: COc1cccc(NC(=O)Cn2c(=O)n(CCCC(=O)NCc3ccco3)c(=O)c3ccccc32)c1
 : 1.1%, 0.0%, 1.1, 2.2%, 8.6%, 8.3%, 5.9%, -2.7%, -30.4, 643
44: CS(=O)(=O)N(CC(=O)N1CCc2ccccc2C1)Cc1ccccc1
 : -3.0%, 8.2%, 1.2, 0.0%, 3.7%, -2.7%, -3.8%, -2.4%, -1.9, 847
45: CCOc1ccc(Oc2ccc(Cl)cc2N)cc1
 : 4.9%, -5.7%, 1.1, 2.5%, -0.1%, -16.1%, -12.3%, -4.9%, 4.4, 663
46: COC(=O)C1=C(N)Oc2cc(C)n(Cc3ccccc3)c(=O)c2C1c1ccccc1 (stereo not given)
 : 0.9%, 0.2%, 1.2, 1.7%, 0.2%, 12.7%, 9.2%, -2.3%, 18.7, 817
47: C=CCn1c(=O)c2ccc(C(=O)NCc3ccccc3)cc2n(Cc2cccc(Cl)c2)c1=O
 : 5.7%, -6.8%, 1, -0.9%, 0.1%, 8.4%, 11.5%, -7.2%, -14.2, 746
48: C=CCn1c(O)c(N=O)c2ccccc21
 : 15.6%, 1.9%, ·, -4.0%, 0.0%, ·, ·, ·, -4.3, 674
49: O=C(Cn1cncn1)NCc1cc(F)ccc1F
 : 1.4%, 5.3%, 1.1, 5.0%, 0.3%, -2.5%, -10.5%, -7.5%, -1.6, 673

A draw from above in order of length of the SMILES, descending:
Under each structure – P. falciparum M1AAP, M17LAP inhibition, TNAP activators, SIAH1 antagonists, K1F lysis inhibition, PMI inhibitors, human PMI inhibitors, XIAP antagonists, Hep lipid drop, Hep lipid drop cells 6.5 µM
43: COc1cccc(NC(=O)Cn2c(=O)n(CCCC(=O)NCc3ccco3)c(=O)c3ccccc32)c1
 : 1.1%, 0.0%, 1.1, 2.2%, 8.6%, 8.3%, 5.9%, -2.7%, -30.4, 643
42: O=C(COC(=O)c1ccccc1)Nc1cccc(S(=O)(=O)NC2=NCCCCC2)c1
 : 3.7%, 15.5%, 1, 1.5%, -4.0%, 3.6%, -3.2%, -7.5%, 3.9, 734
44: CS(=O)(=O)N(CC(=O)N1CCc2ccccc2C1)Cc1ccccc1
 : -3.0%, 8.2%, 1.2, 0.0%, 3.7%, -2.7%, -3.8%, -2.4%, -1.9, 847
